RXFP1 antag: qHTS Assay for Antagonists of the Relaxin Receptor RXFP1. 350,000 compounds, 0.59% hits. Relaxin receptor 1 (Homo sapiens), Q9HBX9. AID 1259400, 2018. HEK293-RXFP1, relaxin-stimulated cAMP HTRF, 30 min; active compounds read low. activity change, negative = inhibition, % at 57.5 µM;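 active = activity change of -60% or lower, but not beyond a set lower limit; inconclusive = change between -60% and -40%, or beyond the set limit; inactive = change above -40%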; note: % is set by controls: 0 for no effect and ±100 for the full control effect
POLK inh: qHTS for Inhibitors of Polymerase Kappa. 400,000 compounds, 0.53% hits. DNA polymerase kappa (Homo sapiens), Q9UBT6. purified Pol kappa, fluorescent DNA synthesis assay, 10 min. AID 588579, 2011. Potency, µM (titrated, usually from 107 µM), for inactives: at the highest dose activity, negative = inhibition, most hits filed as inhibitors; note: potency is the fitted concentration of half-maximal effect; % is set by controls: 0 for no effect and ±100 for the full control effect
Target sequence (Q9UBT6 whole entry, looked up): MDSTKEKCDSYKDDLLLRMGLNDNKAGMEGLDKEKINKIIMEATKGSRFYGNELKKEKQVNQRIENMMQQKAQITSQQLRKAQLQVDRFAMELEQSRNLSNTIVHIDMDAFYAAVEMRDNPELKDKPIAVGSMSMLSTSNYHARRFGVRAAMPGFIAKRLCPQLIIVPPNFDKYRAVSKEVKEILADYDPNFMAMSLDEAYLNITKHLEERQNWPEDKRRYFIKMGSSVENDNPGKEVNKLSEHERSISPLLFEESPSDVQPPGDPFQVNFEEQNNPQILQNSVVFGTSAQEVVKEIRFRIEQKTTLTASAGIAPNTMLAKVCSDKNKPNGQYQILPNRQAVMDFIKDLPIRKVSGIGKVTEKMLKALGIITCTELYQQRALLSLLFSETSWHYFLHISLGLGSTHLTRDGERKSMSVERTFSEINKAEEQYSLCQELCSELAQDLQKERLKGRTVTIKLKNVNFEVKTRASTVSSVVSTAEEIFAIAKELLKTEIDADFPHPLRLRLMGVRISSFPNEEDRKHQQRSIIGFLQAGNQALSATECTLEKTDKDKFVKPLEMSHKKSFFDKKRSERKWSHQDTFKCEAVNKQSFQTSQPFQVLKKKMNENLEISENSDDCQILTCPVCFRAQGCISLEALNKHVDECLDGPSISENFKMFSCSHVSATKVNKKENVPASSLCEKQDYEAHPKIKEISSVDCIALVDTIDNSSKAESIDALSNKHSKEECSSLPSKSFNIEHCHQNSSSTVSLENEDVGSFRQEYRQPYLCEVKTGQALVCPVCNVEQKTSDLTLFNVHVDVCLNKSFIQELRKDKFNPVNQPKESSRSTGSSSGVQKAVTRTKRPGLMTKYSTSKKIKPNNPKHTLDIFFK
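Here, compound and 10 nM enzyme are combined for 15 min at room temperature; adding 50 nM substrate (final) starts DNA synthesis, tracked by fluorescence at 0 and 10 min against buffer-only wells.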
POLH inh: qHTS for Inhibitors of Polymerase Eta | DNA polymerase eta (Homo sapiens), Q9Y253 | recombinant Pol eta, fluorescent DNA replication assay | Potency, µM (titrated, usually from 114 µM), for inactives: at the highest dose activity change, negative = inhibition, actives largely listed as inhibitors | 390,000 compounds, 1.2% hits | AID 588591, 2011; note: potency is the fitted concentration of half-maximal effect; % is set by controls: 0 for no effect and ±100 for the full control effect
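Fluorescent replication assay: 50 nM final substrate added after a 15 min room-temperature compound preincubation with 10 nM enzyme. Signal taken at 0 min and again at 10 min.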
APEX1 inh: qHTS Assay for Inhibitors of the Human Apurinic/apyrimidinic Endonuclease 1 (APE1); DNA repair nuclease/redox regulator APEX1 (Homo sapiens), P27695; recombinant APE1, TAMRA/BHQ-2 abasic DNA cleavage fluorescence; Potency, µM (highest dose often 65.8 µM), for the others: at the top dose activity change, negative = inhibition, most hits filed as inhibitors; 350,000 compounds, 0.35% hits;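 note: potency is the fitted concentration of half-maximal effect; plate controls were vehicle for no effect and reference inhibitor for full effect; nearly all actives have a fitted effect of over 55% in size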
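Enzyme (0.75 nM final) and test compound are incubated 15 min at room temperature before adding 50 nM quenched THF abasic-site duplex. Cleavage dequenches TAMRA, followed at 525/598 nm over three reads one minute apart.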
BLM inh: qHTS Assay for Inhibitors of Bloom's syndrome helicase (BLM); RecQ-like DNA helicase BLM (Homo sapiens), P54132; recombinant BLM DNA unwinding, fluorescence dequenching; Potency, µM (top dose mostly 56.1 µM), for inactives: top-dose activity change, negative = inhibition, most hits filed as inhibitors; 350,000 compounds, 0.2% hits; AID 2528, 2010;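 note: potency is the fitted concentration of half-maximal effect; plate controls were vehicle for no effect and no enzyme for full effect; nearly all actives have a fitted effect of over 35% in size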
Pol iota inh: qHTS for Inhibitors of Polymerase Iota | Potency, µM (highest dose often 115 µM), without a hit: at the top dose activity, negative = inhibition, actives largely listed as inhibitors | Pol iota fluorescent replication assay, 10 min | 390,000 compounds, 1% hits; note: potency is the fitted concentration of half-maximal effect
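Pol iota at 10 nM preincubated 15 min with compounds at room temperature; reaction started with fluorescent substrate, 50 nM final. Fluorescence read kinetically at 0 and 10 min; buffer-only wells as negative control.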
POLB inh: qHTS Assay for Inhibitors of DNA Polymerase Beta. P06746. 340,000 compounds, 1.3% hits. Pol beta primer extension/strand displacement, fluorescence kinetic. AID 485314, 2010. Potency, µM (top dose mostly 114 µM), without a hit: at the highest dose activity change, negative = inhibition, hits mostly inhibitors; note: potency is the fitted concentration of half-maximal effect; % is set by controls: 0 for no effect and ±100 for the full control effect
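Values derive from four-parameter Hill fits of normalized kinetic data: reads at 0 and 10 min following addition of 50 nM substrate to 10 nM Pol beta preincubated 15 min with compound.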
Apoferritin bind: qHTS Assay for Identification of Novel General Anesthetics; Ferritin light chain (Equus caballus), P02791; apoferritin/1-aminoanthracene competitive binding, fluorescence; Potency, µM (highest dose often 77.5 µM), for the others: at the top dose activity change, negative = displacement, most hits filed as inhibitors; 350,000 compounds, 0.074% hits; AID 485281, 2010; note: potency is the fitted concentration of half-maximal effect; % is set by controls: 0 for no effect and ±100 for the full control effect; nearly all actives have a fitted effect of over 20% in size
Target sequence (P02791 2-175 limits assumed): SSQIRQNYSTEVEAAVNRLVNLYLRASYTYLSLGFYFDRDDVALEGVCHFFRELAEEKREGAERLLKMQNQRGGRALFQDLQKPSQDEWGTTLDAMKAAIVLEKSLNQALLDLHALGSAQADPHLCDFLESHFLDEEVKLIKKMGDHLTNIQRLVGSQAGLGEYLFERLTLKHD
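Horse-spleen apoferritin (10 uM) in 50% saturated 1-aminoanthracene in PBS was incubated 10 min at room temperature with compound. Fluorescence (ex 380, em 535 nm) was normalized to free and bound 1-AMA, with concentration-response fitted by a four-parameter Hill equation.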
PGK inhibitor: qHTS Assay to Find Inhibitors of Phosphoglycerate Kinase; Phosphoglycerate kinase, glycosomal (Trypanosoma brucei brucei), P07378; PGK/GAPDH coupled, Kinase-Glo luminescence, 60 min; Potency, µM (highest dose often 57.5 µM), inactives show at the highest dose activity change, negative = inhibition, most hits filed as inhibitors; 380,000 compounds, 0.043% hits; AID 602233, 2012; note: potency is the fitted concentration of half-maximal effect; % is set by controls: 0 for no effect and ±100 for the full control effect; nearly all actives have a fitted effect of over 60% in size
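Recombinant glycosomal PGK reaction used 1,3-bisphosphoglycerate generated in-well by GAPDH (100nM final) in 100mM TEA pH 7.6, 5mM MgCl2, 0.01% Tween-20. After 60 minutes at room temperature, ATP was read by Kinase-Glo Plus luminescence end-point.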
Starred values were filed as active, the others as inactive; i = inactive; ? = inconclusive; . = no result given; & = joins results of further samples; [ ] = dose if it differs, or a comment. Unless noted, calls come from the whole dose curve; as a rule, active = well fitted curve in the direction sought with a large enough effect; inconclusive = small, poorly fitted or top-dose-only effect, or another doubt; inactive = no such curve, though single readings can be large; an effect the other way counts as inactive or inconclusive. The list is partial; rates above refer to the full screens.

Values run as follows: RXFP1 antag	POLK inh	POLH inh	APEX1 inh	BLM inh	Pol iota inh	POLB inh	Apoferritin bind	PGK inhibitor
C=CCNC(=O)c1c(CSc2ccc(Cl)cc2)noc1C(=O)NCc1ccccc1
  .	-8.2%	-4.5%	.	.	2.0%	.	.	-10.4%
NC(=O)CSc1nnc(COc2cccc3ccccc23)o1
  9.5	5.8%	-17.8%	10.4%	-0.2%	30.8%	11.5%	-17.2%	-4.2%
OCC#CCSc1nnc(-c2ccncc2)o1
  1.0	-20.6%	0.8%	?	-11.6%	-9.8%	2.8%	-9.0%	4.6%
COc1ccc(-n2ncc3c2CC(C)(C)CC3NC(=O)CCn2cncn2)cc1 (stereo not given)
  -1.4	-4.3%	-13.8%	19.5%	-2.6%	-11.8%	3.5%	-3.7%	i
O=Cc1cccc2ccc3cccc(C(=O)O)c3c12
  -8.7	3.9%	-18.7%	.	.	8.2%	.	.	7.3%
Cc1ccc(C(=O)N2CCCCC2)cc1NC1=C(Cl)C(=O)N(Cc2ccccc2)C1=O
  -16.6	1.6%	-12.5%	-21.5%	.	-7.3%	.	.	-5.2%
O=C(/C=C\c1ccc(O)c(O)c1)O[C@@H]1C[C@](O)(C(=O)O)C[C@@H](O)[C@@H]1O
  .	-11.3%[12 µM]	.	-1.6%[21 µM]	1.4%[21.4 µM]	.	.	-0.5%[29.3 µM]	.
COC(=O)c1cc(N=Cc2c(O)c3ccccc3oc2=O)cc(C(=O)OC)c1
  8.9	-9.5%	1.3%	-10.3%	-0.5%	-13.5%	-1.7%	1.1%	i
Cc1ccc2nc(N3CCC(C(=O)NCc4ccc(F)cc4)CC3)[nH]c2c1
  -6.1	-6.8%[60.1 µM]	-15.8%	.	-1.8%	24.4%	-0.3%	1.1%	-1.8%
Nn1c(SCC(=O)NCC2CCCO2)nnc1-c1ccco1 (stereo not given)
  1.1	-0.1%	-16.3%	30.6%	.	60.3%[activator]	.	.	i
NC(=O)c1cccnc1
  17.3	0.6%	-15.5%	19.0%&-1.2%&0.2%	-2.8%&-3.8%&2.9%	-21.2%	2.6%	4.5%&-7.9%&6.0%	i
COCCCNC(=O)c1ccc([N+](=O)[O-])c(Cl)c1
  3.9	-8.2%	-2.4%	-2.0%	-2.3%	15.4%	16.9%	-4.5%	-2.5%
CCC(C)(C)C(=O)OC1CC(C)C=C2C=CC(C)C(CCC3CC(O)CC(=O)O3)C21 (stereo not given)
  .	-17.0%[60.1 µM]	.	?	1.1%	.	.	5.3%	.
CCOc1ccc(C(C)=O)cc1CSc1nnnn1-c1ccc(O)cc1
  1.0	-3.1%	-8.8%	-0.6%	-7.1%	149.1%[activator]	?	-22.9%	-2.2%
O=C1COCCN1
  .	-23.5%	.	-5.0%	4.5%	-15.3%	.	4.5%	.
CCOC(=O)[C@@H]1[C@H]2COc3cc(OC)ccc3[C@H]2N2C(=O)N(c3ccc(Cl)cc3)C(=O)[C@]12C
  .	-0.3%	-12.2%	-12.8%	.	5.6%	.	.	2.1%
O=C(NCCN1CCCCC1)Nc1ccc(F)cc1
  -10.1	-15.1%	-6.1%	9.8%	-1.6%	36.7%[activator]	38.7%	0.6%	-3.5%
CCOC(=O)C1CCN(Cc2cn(C)nc2-c2ccc(Oc3ccccc3)cc2)CC1
  -8.5	7.9%	-21.7%	12.7%	-3.5%	12.0%	-11.7%	-15.4%	-9.8%
Cc1ccc(S(=O)(=O)NCC(=O)NCc2ccncc2)cc1
  1.1	0.4%	-4.6%	-0.6%	-4.8%	15.4%	14.0%	-10.5%	4.1%
O=C(CSc1nnc(-c2ccc(O)cc2)n1-c1ccccc1)CC(=O)Nc1ccccc1
  -11.1	0.0%	-14.6%	-10.9%	-3.9%	25.0%	-23.1%	6.0%	-3.5%
COc1ccccc1CNC(=O)CCCc1cn(C)c2ccccc12
  -4.8	5.4%	-14.7%	-16.3%	-4.3%	-5.0%	46.8%	-1.8%	-7.4%
CN(C(=O)c1cccc(NC(=O)Cc2cccc(NC(=O)C3CCN(C(=O)C4CCCCC4)CC3)c2)c1)C1CCC1
  .	-7.9%	-15.9%	.	.	-0.9%	.	.	0.0%
CCOc1ccc(NC(=O)CN(C)C(=O)c2cccnc2Sc2ccccc2Cl)cc1OCC
  -19.5	-6.2%	-22.5%	9.0%	.	29.6%	.	.	-12.1%
O=C(C1CCCN(S(=O)(=O)Cc2ccccc2)C1)N1CCc2ccccc21 (stereo not given)
  1.0	-5.1%	1.0%	-1.7%	-8.1%	22.8%	13.2%	-10.4%	5.1%
CC(C)c1nnc(NC(=O)C2CCCN2C(=O)Nc2ccccc2)s1 (stereo not given)
  -10.4	-13.1%	-13.5%	15.9%	2.4%	56.3%[activator]	23.8%	2.3%	-0.9%
COc1ccc(OC(C)=O)c(C2c3cc(OC)c(OC)cc3CCN2C(C)=O)c1 (stereo not given)
  1.5	-4.7%[60.1 µM]	-7.0%	4.1%	-5.3%	3.8%	0.0%	-5.3%	2.2%
Cc1nc(-n2nc(C)c(CCC(C)C)c2C)sc1C(=O)Nc1cccc(Cl)c1
  0.2	5.4%	-15.4%	.	-13.2%	-7.8%	-7.6%	0.8%	-6.3%
COc1ccc(CCNC(=O)Cn2c(=O)c3cccn3c3ccccc32)cc1OC
  -6.1	-2.7%	7.2%	.	-10.4%	-12.8%	17.0%	-13.2%	-3.9%
O=C1NC(CCc2ccccc2)C(=O)N1CCOc1ccccc1 (stereo not given)
  -7.2	22.2%	-6.2%	4.4%	-1.1%	13.7%	1.0%	1.4%	i
COc1cccc(NS(=O)(=O)c2c(C)nc3sccn3c2=O)c1
  -7.1	-0.2%	-8.5%	22.5%	-1.3%	-15.9%	-0.8%	-16.2%	6.2%
COc1ccccc1C(=O)N1CCC(N2CCN(c3ccccc3)CC2)CC1
  -10.8	3.6%	-12.9%	-0.2%	-5.9%	58.1%[activator]	-2.4%	3.1%	-3.0%
CC1(c2ccccc2Cl)NC(=O)N(CC(=O)NCCC2=CCCCC2)C1=O (stereo not given)
  -1.5	-1.1%	-12.6%	-1.3%	0.9%	128.4%[activator]	1.6%	-8.3%	i
COc1ccc(-n2c(C)c(C(C)=O)c3cc(OC(C)=O)ccc32)cc1
  5.1	-4.4%	-7.0%	2.5%	-4.5%	3.7%	?	-5.6%	0.3%
O=C(N[C@@H](Cc1c[nH]c2ccccc12)C(=O)O)c1ccccc1Cl
  -16.6	-32.1%	-20.0%	-9.1%	3.9%	-15.2%	-7.9%	0.7%	-7.9%
O=C1CSC(c2ccccc2)N1Nc1nc(N2CCOCC2)nc(N2CCOCC2)n1 (stereo not given)
  1.7	-5.1%	-19.2%	5.2%	1.9%	41.4%[activator]	-20.5%	-4.1%	-0.1%
CC(=NNc1nc2ccccc2s1)c1ncccn1
  -10.6	-10.0%	-8.4%	.	.	-2.5%	.	.	-3.4%
NC(=O)c1ccccc1NC(=O)/C=C/c1cccc(Cl)c1
  -4.0	-7.0%	-12.5%	1.7%	-3.1%	23.1%	-10.8%	?	3.6%
CN(C)c1ccc(CNC(=O)CCC(=O)N2Cc3ccccc3Oc3ncccc32)cc1
  -11.4	-7.4%	-14.4%	.	-0.9%	4.3%	13.9%	2.8%	15.9%
CCN(CC(=O)Nc1cccc(C(C)=O)c1)S(=O)(=O)c1ccc(OC)cc1
  -3.7	-14.8%	-5.8%	-5.9%	-2.9%	-4.5%	-10.4%	-13.2%	-1.7%
Cc1ccc(NC(=O)C2CCCN(c3ncccn3)C2)cc1F (stereo not given)
  -15.2	0.1%	-2.6%	-0.1%	-2.7%	-7.2%[58.9 µM]	5.1%	-15.3%	-3.1%

Single records, from the list above. Screens in order: RXFP1 antag | POLK inh | POLH inh | APEX1 inh | BLM inh | Pol iota inh | POLB inh | Apoferritin bind | PGK inhibitor
`COc1ccc(OC(C)=O)c(C2c3cc(OC)c(OC)cc3CCN2C(C)=O)c1` (stereo not given) is listed with 1.5 | -4.7%[60.1 µM] | -7.0% | 4.1% | -5.3% | 3.8% | 0.0% | -5.3% | 2.2%
`COc1ccccc1C(=O)N1CCC(N2CCN(c3ccccc3)CC2)CC1` is listed with -10.8 | 3.6% | -12.9% | -0.2% | -5.9% | 58.1%[activator] | -2.4% | 3.1% | -3.0%

Remaining list, next part
Values run as follows: RXFP1 antag	POLK inh	POLH inh	APEX1 inh	BLM inh	Pol iota inh	POLB inh	Apoferritin bind	PGK inhibitor
COc1ccc(CN2CCN(C3CCC3)CC2CCO)c(C)c1C (stereo not given)
  14.5	-3.1%	-26.7%	0.6%	-14.6%	95.2%[activator]	40.8%	-6.5%	0.7%
CCOc1ncccc1C(=O)Nc1ccc(S(=O)(=O)NC2=NCCCCC2)cc1
  -7.2	0.7%	-1.2%	?	-6.6%	-17.5%	-1.6%	-4.4%	-1.0%
O=C(Cc1ccccc1)NCCc1cnc[nH]1
  7.9	-11.0%	-7.1%	8.5%	-0.6%	25.1%	24.5%	-11.0%	4.8%
COc1ccc(N(CC(=O)NCCC2=CCCCC2)S(C)(=O)=O)cc1
  6.7	-18.2%	-10.8%	-1.7%	5.3%	9.4%	-0.5%	?	-1.8%
Cc1cc(Br)ccc1NC(=O)CN1C(=O)C2C3CC(c4ccccc4)C(C3)C2C1=O (stereo not given)
  -6.2	-7.4%	-22.3%	-1.1%	-11.8%	-14.1%	14.4%	-7.3%	-10.8%
CCOC(=O)C1CCN(C2=NC(=O)/C(=C/c3ccccc3OC)S2)CC1
  1.4	16.2%	-6.1%	-2.0%	-2.5%	16.0%	-17.3%	-5.1%	-1.7%
